Tau fluor counter – counter-screen for tau fibril formation inhibitors. tau K18 P301L Alexa594 fluorescence, heparin fibrillization. 280,000 tested, 0.93% active. Potency, µM (titrated, usually from 57.7 µM), inactives show top-dose activity change, negative = decrease; also: % is scaled to controls: 0 for no effect and ±100 for the full control effect; nearly all actives have a fitted effect of over 55% in size
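Human K18 P301L tau (15 uM unlabeled plus 0.24 uM Alexa 594-labeled, final) in 100 mM sodium acetate pH 7 was mixed with compound and 20 uM heparin and incubated 6 hr at 37 C.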
Tau fibril ThT – inhibitors of human tau fibril formation, thioflavin T binding. P10636. recombinant tau K18 P301L (four-repeat tau fragment), heparin-induced fibrillization, ThT fluorescence. Potency, µM (top dose mostly 57.4 µM), for the others: top-dose activity, negative = inhibition, most hits filed as inhibitors. 270,000 tested, 2.1% active; also: % is scaled to controls: 0 for no effect and ±100 for the full control effect; nearly all actives have a fitted effect of over 55% in size
Target sequence (P10636 561-689 P618L limits assumed): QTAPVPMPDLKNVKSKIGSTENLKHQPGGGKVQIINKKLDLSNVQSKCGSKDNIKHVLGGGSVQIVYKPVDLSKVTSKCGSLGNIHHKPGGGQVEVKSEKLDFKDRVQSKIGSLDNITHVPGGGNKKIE
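Tau K18 P301L fragment (15 uM unlabeled plus 0.24 uM Alexa 594-labeled) in 100 mM sodium acetate pH 7 with compound, fibrillization induced by 20 uM heparin for 6 hr at 37 C. Thioflavin T (30 uM) added, fluorescence read after 1 hr (ex 450, em 510 nm).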
TRb SRC2 PPI – disrupts binding of human TR beta to SRC2 | 280,000 tested, 0.065% active | Potency, µM (top dose mostly 106 µM), without a hit: top-dose activity change, negative = inhibition, most hits filed as inhibitors | TRbeta-SRC2 peptide binding, fluorescence polarization; receptor liganded with 1 µM T3;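 also: plate controls were bound peptide for no effect and peptide without receptor for full effect; nearly all actives have a fitted effect of over 50% in size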
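Binding of a 20-amino-acid Texas Red SRC2 peptide (20 nM) to TRb ligand-binding domain (0.6 uM) with agonist T3 at 1 uM was followed by fluorescence polarization after a 5 hr room-temperature incubation.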
TR SRC2 fluor cs – counter-screen for TRb-SRC2 inhibitors: fluorescence interference; TRb/SRC2 Texas Red total fluorescence interference; Potency, µM (titrated, usually from 106 µM), for the others: top-dose fluorescence change, negative = quenching; 280,000 tested, 0.29% active; AID 1479; active = well fitted curve in either direction with a large enough effect; inconclusive = small, poorly fitted or top-dose-only effect; also: % is scaled to controls: 0 for no effect and ±100 for the full control effect
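Human TRβ ligand-binding domain (0.6 uM) and Texas Red SRC2 peptide (20 nM) in Tris buffer with 1 uM T3 and 5% DMSO were incubated with pinned compound for 5 hr at ambient temperature. Total fluorescence was computed as S + 2P (555/632 nm).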
Tau fibril FP – tau fibrillization inhibition (FP); P10636; 280,000 tested, 0.39% active; K18 P301L tau heparin fibrillization, Alexa594 FP, 6 h; Potency, µM (highest dose often 57.7 µM), inactives show at the highest dose activity, negative = inhibition, actives largely listed as inhibitors; also: % is scaled to controls: 0 for no effect and ±100 for the full control effect; nearly all actives have a fitted effect of over 55% in size
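Read-out: fluorescence polarization of Alexa 594-labeled tau (0.24 uM), 555 nm excitation, 632 nm emission. Mixtures held 15 uM unlabeled K18 P301L, compound and 20 uM heparin, pH 7 acetate buffer, incubated 6 hr at 37 C.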
HTT ATP protect – protects HTT-Q103 PC12 cells, measured by ATP; 230,000 tested, 0.14% active; PC12 HTT-Q103 induced, cytoprotection, ATP luminescence, 40 h; AID 1471; Potency, µM (doses to about 56.4 µM), for the others: cytoprotection (ATP increase), most hits filed as activators;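 also: % of control where 0% means no effect; nearly all actives have a fitted effect of over 45% in size; toxic huntingtin expression switched on by the ecdysone agonist tebufenozide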
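Cells were plated at 1500 per well in phenol red-free DMEM with 5% equine and 5% calf serum. Tebufenozide (100 nM final) and compounds were added, then ATPlite reagent, and luminescence was read.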
RECQ1 helicase – inhibitors of human RECQ1 DNA helicase; 240,000 tested, 0.54% active; Potency, µM (series often up to 57.3 µM), inactives show at the highest dose activity, negative = inhibition, hits mostly inhibitors; P46063; RECQ1 DNA unwinding, red fluorescence kinetic read;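 also: plate controls were vehicle for no effect and no enzyme for full effect; nearly all actives have a fitted effect of over 30% in size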
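50 nM RECQ1T1 preincubated 15 min with compound in Tris pH 8.0 buffer with MgCl2, DTT, Tween-20 and 2.5 ug/ml poly(dI-dC); started with 200 nM TAMRA/BHQ-2 forked duplex and 2 mM ATP. Unwinding read as fluorescence (525/598 nm), two reads 2 h apart.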
L3MBTL1 inh – inhibitors of human L3MBTL1; AlphaScreen L3MBTL1–H3K9me1 peptide binding; Potency, µM (top dose mostly 57.1 µM), for inactives: at the top dose activity, negative = inhibition, usual class: inhibitors; 230,000 tested, 0.66% active; AID 485360; Q9Y468; also: % is scaled to controls: 0 for no effect and ±100 for the full control effect; nearly all actives have a fitted effect of over 60% in size
Target sequence (Q9Y468 whole entry, looked up): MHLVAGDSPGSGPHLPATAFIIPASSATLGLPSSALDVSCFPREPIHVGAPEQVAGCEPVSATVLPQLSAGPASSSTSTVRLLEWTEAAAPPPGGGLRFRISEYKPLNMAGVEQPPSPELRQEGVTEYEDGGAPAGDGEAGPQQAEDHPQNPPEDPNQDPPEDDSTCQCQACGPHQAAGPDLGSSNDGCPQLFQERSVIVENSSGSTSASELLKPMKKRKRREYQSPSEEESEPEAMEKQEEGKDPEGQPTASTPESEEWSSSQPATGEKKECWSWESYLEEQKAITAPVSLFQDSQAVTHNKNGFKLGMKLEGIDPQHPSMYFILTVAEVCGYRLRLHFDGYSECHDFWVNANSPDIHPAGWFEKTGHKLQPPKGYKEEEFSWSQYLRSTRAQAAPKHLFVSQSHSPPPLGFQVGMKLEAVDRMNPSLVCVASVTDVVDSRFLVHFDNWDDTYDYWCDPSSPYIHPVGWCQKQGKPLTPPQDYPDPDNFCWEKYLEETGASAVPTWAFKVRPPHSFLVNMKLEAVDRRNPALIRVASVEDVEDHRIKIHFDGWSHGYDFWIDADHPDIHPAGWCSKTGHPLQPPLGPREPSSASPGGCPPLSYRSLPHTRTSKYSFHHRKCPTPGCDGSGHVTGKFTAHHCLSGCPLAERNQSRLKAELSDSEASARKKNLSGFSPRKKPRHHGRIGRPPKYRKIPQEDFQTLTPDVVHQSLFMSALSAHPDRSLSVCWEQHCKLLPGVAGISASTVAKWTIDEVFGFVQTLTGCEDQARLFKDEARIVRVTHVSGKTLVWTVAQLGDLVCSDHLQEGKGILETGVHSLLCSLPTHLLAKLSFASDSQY
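First, the protein-peptide complex forms for 30 min at room temperature (L3MBTL1 50 nM, biotinylated H3K9me1 peptide 75 nM). Next, compounds are pin-transferred and incubated 30 min. Finally, AlphaScreen beads are added and read after 30 min.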
Numbers without * were called inactive; i = inactive; u = inconclusive; x = not tested or not shown; & = joins results of further samples; [ ] = remark or other dose. Unless noted, calls follow the shape of the dose curve; as a rule, active = well fitted curve in the direction sought with a large enough effect; inconclusive = small, poorly fitted or top-dose-only effect, or another doubt; inactive = no such curve, though single readings can be large; an effect the other way counts as inactive or inconclusive. Potency is read from the fitted curve at half-maximal effect. The list is partial; count on the stated rates, not on these rows.

structure	Tau fluor counter	Tau fibril ThT	TRb SRC2 PPI	TR SRC2 fluor cs	Tau fibril FP	HTT ATP protect	RECQ1 helicase	L3MBTL1 inh
Cc1ccc(S(=O)(=O)Nc2cccc(-c3cn4cccc(C)c4n3)c2)cc1	u	13%	3%	-5%	-13%	x	x	x
C=CCc1c(C)nc(C)nc1N/N=C/c1ccc([N+](=O)[O-])cc1	-10%	u	9%	-3%	3%	-7%	-1%	x
CCN(CC)c1ccc(C(=O)OCC(=O)Nc2cccc(S(=O)(=O)NC3=NCCCCC3)c2)cc1	u	-16%	0%	-1%	7%	-4%[10 µM]	i	-11%
CCNS(=O)(=O)c1ccc(NC(=O)c2c(-c3ccccc3)noc2C)cc1	2%	10%	4%	4%	-5%	-10%[10 µM]	i	6%
COc1ccc(-n2nnnc2SCC(=O)NCCc2ccccc2)cc1	-18%	-5%	3%	-3%	-1%	x	x	x
O=S(=O)(Nc1cccc(-c2ccc(N3CCCCC3)nn2)c1)c1cccs1	-9%	-3%	5%	-2%	-2%	x	x	x
CC1(C)CN(c2ccc(-c3ccnc4ncnn34)cc2)C1=O	0%	0%	-2%	-6%	-1%	-46%[inhibitor]	0%	17%
Cc1ccc(OCC(=O)Nc2cccc(-c3nnc(-c4ccccc4)o3)c2)cc1	-21%	u	-5%	-1%	-3%	6%[10 µM]	i	-14%
N#Cc1c(NCCO)ccc([N+](=O)[O-])c1NCCO	-1%	x	-5%	-1%	3%	5%[10 µM]	-3%	x
O=C(CSCc1ccccc1)Nc1ccccc1C(=O)Nc1ccc(C(=O)O)cc1	-9%	-14%	6%	-2%	1%	2%[10 µM]	-8%	1%
Cc1ccc(S(=O)(=O)N(CC(=O)N/N=C/c2ccco2)Cc2ccccc2)cc1	-27%	-21%	-16%	2%	-12%	27%[10 µM]	-13%	-8%
Cc1cc(C)cc(NC(=O)COC(=O)c2cc(=O)[nH]c(=O)[nH]2)c1	0%	-1%	-1%	1%	-5%	-9%	i	5%
CC(C)Cn1c(=O)c2c(nc3n2CCS3)n(C)c1=O	4%	4%	-2%	0%	2%	11%[10 µM]	-3%	0%
Cc1ccccc1OCCCC(=O)Nc1ccc(Br)cc1	-20%	-3%	1%	-4%	-10%	-11%[10 µM]	0%	21%
CN(CC(=O)Nc1cccc(C(F)(F)F)c1)S(=O)(=O)c1ccc2[nH]c3c(c2c1)CCCC3	25µM*[quencher]	-8%	3%	2%	u	x	x	x
FC(F)(F)c1cc(-c2ccccc2)nc(NCC2CCCO2)n1 (configuration not stated)	-15%	-6%	0%	1%	3%	1%	i	28%
O=C(O)c1cccc(N/C(=N\S(=O)(=O)c2ccccc2)c2ccccc2)c1	4%	-1%	-5%	-2%	3%	7%	i	1%
C=CCNC(=O)c1cc(Cl)cc(Cl)c1	7%	4%	-3%	-2%	10%	-7%	-3%	x
CC(Cc1ccccc1)C(=O)N[C@@H](CO)Cc1ccccc1 (some centres not stated)	-13%&-9%	-12%&1%	-8%&-7%	-1%&-3%	5%&-11%	14%	-13%	3%
Cc1ccc(CN2COc3c(Cl)cc4c(-c5ccccc5)cc(=O)oc4c3C2)cc1	-12%	-1%	6%	5%	-10%	x	x	x
Cc1nccc(-c2cccc(NC(=O)Nc3ccc(Cl)cc3)c2)n1	u	-5%	8%	-2%	u	-17%[10 µM]	-10%	-4%
O=c1c2cnn(-c3ccccc3)c2ncn1Cc1ccccc1	-8%	-6%	-2%	-2%	2%	1%[10 µM]	3%	-6%
Cc1ccc(-c2noc(=O)n2CC(=O)c2ccc(Cl)cc2)cc1	u	-8%	11%	-1%	-18%	30%[10 µM]	-1%	5%
COc1ccc(Br)c2c1-c1nc(NC(=O)c3ccccc3F)sc1C2	-12%	-7%	2%	0%	-1%	x	x	x
Cc1ccc(Cl)cc1NC(=O)N[C@@H](CC(C)C)C(=O)O	-4%	3%	-3%	1%	-8%	24%[10 µM]	-1%	1%

Given with values under each structure: entries from further up
Below each compound: Tau fluor counter, Tau fibril ThT, TRb SRC2 PPI, TR SRC2 fluor cs, Tau fibril FP, HTT ATP protect, RECQ1 helicase, L3MBTL1 inh
Cc1ccc(S(=O)(=O)N(CC(=O)N/N=C/c2ccco2)Cc2ccccc2)cc1
 : -27%, -21%, -16%, 2%, -12%, 27%[10 µM], -13%, -8%
Cc1cc(C)cc(NC(=O)COC(=O)c2cc(=O)[nH]c(=O)[nH]2)c1
 : 0%, -1%, -1%, 1%, -5%, -9%, i, 5%

The list goes on:
structure	Tau fluor counter	Tau fibril ThT	TRb SRC2 PPI	TR SRC2 fluor cs	Tau fibril FP	HTT ATP protect	RECQ1 helicase	L3MBTL1 inh
Cc1ccc2nc(SCC(=O)c3ccc(Cl)s3)[nH]c2c1	u	u	1%	1%	-4%	8%	-6%	0%
C=CCNC(=S)Nc1ccc2nc(C)oc2c1	0%	-3%	-5%	-4%	4%	-3%[10 µM]	9%	2%
Cc1noc(C)c1C(=O)NCCc1ccc(Cl)cc1	-1%	-2%	-5%	-3%	10%	3%[1.9 µM]	7%	10%
COc1ccc(C(=O)NNC2=NC(C)(C)Cc3ccccc32)cc1	5%	10%	-5%	1%	6%	-20%[10 µM]	1%	7%
CC(C)Cn1c(=O)c2ccccc2n2c(CCC(=O)N3CCN(c4ccccc4F)CC3)nnc12	-23%	u	-8%	4%	-3%	x	x	x
CCN1CCN(C(=O)c2ccccc2N(C)S(=O)(=O)c2ccc(C)cc2)CC1	2%	-1%	-6%	-3%	2%	22%	-5%	-3%
Cc1ccc(C2=[N+]([O-])C(C)N(O)C2(C)C)o1 (configuration not stated)	-9%	-9%	-3%	2%	-5%	14%[10 µM]	-6%	x
CCOc1ccc(NC(=O)CC2SC(N)=NC2=O)c([N+](=O)[O-])c1 (configuration not stated)	-6%	-9%	2%	-4%	-5%	-33%	-8%	-6%
Cc1ccc(NC(=S)NC(=O)CC2CC(C)(C)OC2=O)cc1 (configuration not stated)	0%	-3%	-5%	-3%	0%	-3%	-14%	-1%
COc1ccccc1-c1nc(-c2ccc(Br)cc2)no1	-4%	-6%	-8%	-2%	-8%	-19%	-4%	20%
O=C(COC(=O)CNC(=O)c1ccc(Cl)cc1Cl)Nc1ccc(N2CCOCC2)cc1	-20%	u	-3%	-1%	-5%	15%	i	-5%
O=C1CCN(C2CCN(Cc3nc(Cc4ccccc4F)no3)CC2)CCN1	5%	-1%	3%	1%	7%	-27%	-3%	8%
O=S(=O)(c1ccccc1)N1CCn2c(nc3ccccc32)C1	-4%	-6%	9%	-1%	2%	13%	-7%	x
CCO[C@H]1OC(C(=O)N2CCN(C)CC2)=C[C@@H](C)[C@@H]1CCCO	9%	5%	-4%	0%	12%	4%[10 µM]	-3%	10%
NS(=O)(=O)c1ccc(NNC(=O)c2sccc2Cl)cc1	-19%	x	9%	-3%	-21%	-3%[10 µM]	-3%	x
COc1ccccc1NC(=O)C1=C(C)Nc2nc(SCc3ccccc3)nn2C1c1cccc(O)c1 (configuration not stated)	u	-1%	-8%	-1%	u	x	x	x
CCCC(=O)Nc1ccc(C(=O)n2ccc(C)n2)cc1	1%	6%	9%[53 µM]	-3%[53 µM]	6%	6%[10 µM]	24%	-6%
O=C(O)CCCC(=O)NCCCc1ccccc1	8%	2%	-9%	-2%	-1%	-5%	2%	5%
COCc1cc(=O)n2[nH]c(C)nc2n1	-2%	-12%	-1%	-2%	-4%	-5%[0.074 µM]	i	x
C#CCOCCOCCOCCNc1nc(N2CCN(C(=O)C([C@@H](C)CC)n3cc(C(N)CC(C)C)nn3)CC2)nc(N2CCN(C(=O)[C@H](CCC(=O)O)n3cc(C(N)[C@H](C)CC)nn3)CC2)n1 (some centres not stated)	4%	-6%	-4%	-4%	3%	16%[10 µM]	-17%	0%
COc1cc(Cl)c(C)cc1NC(=O)CSc1nc2c(c(=O)[nH]1)CCCC2	-1%	5%	4%	-1%	0%	x	x	x
O=C(CCNC(=O)c1ccccc1)NCC1CCCCC1	-7%	-7%	0%	-3%	-4%	-16%	-4%	x
CC(Nc1cc(N2CCN(C(=O)C(C)(C)C)CC2)ccc1[N+](=O)[O-])c1ccccc1 (configuration not stated)	-16%	u	2%	-8%	1%	-67%[inhibitor]	-9%	-18%
Cc1cc(SCC(=O)Nc2cccc(S(=O)(=O)NC3=NCCCCC3)c2)nc2ccccc12	-26%	-8%	-3%	1%	3%	16%[10 µM]	i	-6%
NC(=O)CSC1=Nc2ccccc2C2=NC(CC(=O)NCc3cccs3)C(=O)N12 (configuration not stated)	-13%	-18%	-4%	-1%	-5%	9%	-16%	0%

Additional structures follow:
structure	Tau fluor counter	Tau fibril ThT	TRb SRC2 PPI	TR SRC2 fluor cs	Tau fibril FP	HTT ATP protect	RECQ1 helicase	L3MBTL1 inh
COc1ccc(NC(=O)CN(C)S(=O)(=O)c2ccc3c(c2)CCC(=O)N3)c(OC)c1	-6%&-16%	u	-1%&-4%	-5%&0%	u	-35%	2%	x
CC(=O)c1ccc(N2CCN(S(=O)(=O)c3cccc4nonc34)CC2)cc1	-20%	u	3%	-4%	-10%	19%[10 µM]	-5%	-3%
N#Cc1nc(Cc2ccccc2)oc1NCc1ccccc1Cl	u	-17%	-22%	-1%	-5%	-3%	i	-8%
Cc1ccc(S(=O)(=O)CC(O)COc2ccccc2C#N)cc1 (configuration not stated)	-2%	6%	-7%	-4%	0%	-47%[inhibitor]	19%	-3%
CCOC(=O)c1cc(C(=O)OCC)c(=O)[nH]c1N1CCCC1	14%	21%	-7%	2%	2%	1%	i	34%[activator]
COc1ccc(NS(=O)(=O)c2cccc(NC(=O)COc3ccc(OC)cc3)c2)cc1	u	x	3%	-1%	-14%	-98%[inhibitor][10 µM]	-18%	x
CN1CCN(c2oc(-c3ccc(COc4ccc(Cl)cc4)o3)nc2C#N)CC1	u	u	-4%	7%	u	x	x	x
